Assay outcomes: PubChem BioAssay, several laboratories
SKN-1 block – inhibitors of C. elegans SKN-1; C. elegans VP596 Pgst-4::GFP/RFP ratio, acrylamide-induced, 24 h; inhibition, % at 21.8 µM; actives 0.49% (n = 360,000); AID 624304;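 active = interference check ratio from 0.5 to 1.5 plus GFP to RFP signal ratio inhibition reaching or exceeding a fixed threshold, cut at about 30% in these data, passing the limit was not always enough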; also: some compounds called inactive have numbers as strong as hits
Neddyl block – inhibitors of human cullin neddylation | P61081+Q13564 | TR-FRET cullin neddylation, biochemical | calls only at 25 µM | actives 0.58% (n = 360,000) | AID 651699; in the data active = inhibition above about 36%
CSN deneddyl inh – blocks human CSN-mediated cullin deneddylation | actives 0.38% (n = 360,000) | Q92905 | Purified CSN, SCF-Nedd8-OG deneddylation, fluorescence polarization | AID 651999 | inhibition, % at 12.5 µM;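 active = pattern-corrected inhibition above about 35%, with an unprinted fluorescence ratio check between 0.5 and 1.5, limit read from the data, passing the limit was not always enough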;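 also: 0% = enzyme with substrate and 100% = substrate without enzyme; some results filed as inactive read as strong as hits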
Target sequence (Q92905 whole entry, looked up, one chain of several): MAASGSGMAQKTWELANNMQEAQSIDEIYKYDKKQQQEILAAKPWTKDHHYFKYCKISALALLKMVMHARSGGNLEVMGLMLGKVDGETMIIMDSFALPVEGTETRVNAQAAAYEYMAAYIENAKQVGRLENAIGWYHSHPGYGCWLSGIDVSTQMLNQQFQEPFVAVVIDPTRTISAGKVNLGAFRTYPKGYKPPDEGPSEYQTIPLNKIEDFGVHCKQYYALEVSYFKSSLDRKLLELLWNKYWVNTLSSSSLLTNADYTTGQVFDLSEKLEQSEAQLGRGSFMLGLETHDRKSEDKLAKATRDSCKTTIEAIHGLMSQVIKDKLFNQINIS
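Assay system: purified human Csn5 enzyme expressed in HEK293T cells; Input: 0.24 nM Csn5 enzyme, final concentration; Reagent: 10 nM SCFSkp2-Nedd8OG; Compound dosing: 12.5 µM single point; Times: reaction 90 min, room temperature; Technique: fluorescence polarization readout.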
NadD inh – inhibitors of Staphylococcus aureus NadD. purified NadD enzyme, colorimetric absorbance read-out. inhibition, % at 20 µM. actives 0.78% (n = 360,000); in the data active = inhibition above about 26%; also: some compounds past the cut are filed as inactive
FAS TE block – FAS thioesterase (human) inhibition; actives 0.67% (n = 360,000); P49327; recombinant FAS-TE, OMFH fluorogenic substrate, fluorescence endpoint; AID 602261; inhibition, % at 15 µM;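 active = compounds whose normalised, plate-corrected inhibition of enzyme fluorescence in the single-dose primary screen is 50% or more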;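 also: 0% = DMSO with enzyme and 100% = substrate without enzyme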
MLLE-PAM2 inh – blocks PAM2 peptide binding to the PABP1 MLLE domain. P11940. GST-MLLE / FITC-PAM2 fluorescence polarization. inhibition, % at 20 µM. actives 0.36% (n = 360,000). AID 588489; in the data active = inhibition above about 35%, passing the limit was not always enough;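 also: plate controls were DMSO wells with GST-MLLE for no effect and wells lacking GST-MLLE protein for full effect; some results filed as inactive read as strong as hits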
Target sequence (P11940 whole entry, looked up, the tested form may be a part): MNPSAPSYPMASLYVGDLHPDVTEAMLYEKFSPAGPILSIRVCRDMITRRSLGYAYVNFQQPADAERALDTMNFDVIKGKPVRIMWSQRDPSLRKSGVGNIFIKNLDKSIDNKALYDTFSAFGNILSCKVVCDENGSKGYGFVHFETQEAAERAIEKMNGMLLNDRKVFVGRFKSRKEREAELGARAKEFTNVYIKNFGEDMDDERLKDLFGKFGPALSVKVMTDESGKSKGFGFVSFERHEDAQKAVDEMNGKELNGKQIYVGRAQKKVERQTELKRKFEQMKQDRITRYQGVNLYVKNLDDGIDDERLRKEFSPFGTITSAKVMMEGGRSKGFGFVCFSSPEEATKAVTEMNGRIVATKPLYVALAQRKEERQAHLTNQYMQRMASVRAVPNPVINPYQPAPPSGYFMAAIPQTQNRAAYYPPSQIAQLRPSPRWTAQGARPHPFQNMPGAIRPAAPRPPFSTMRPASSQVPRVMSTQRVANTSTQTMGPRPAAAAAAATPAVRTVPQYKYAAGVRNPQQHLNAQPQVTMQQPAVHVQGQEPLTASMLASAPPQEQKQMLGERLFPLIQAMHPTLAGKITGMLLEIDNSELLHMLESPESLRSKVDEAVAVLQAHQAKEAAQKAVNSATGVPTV
Rin1-Abl PPI inh – inhibitors of human Rin1-Abl protein interaction | P00519+Q13671 | TR-FRET Rin1/Abl binding, biochemical | inhibition, % at 7.35 µM | actives 0.4% (n = 360,000) | AID 588664; in the data active = inhibition above about 5%, passing the limit was not always enough
MT1-MMP act inh – inhibitors of human MT1-MMP activation; AID 651647; GFP/RFP ratio change, % at 20 µM; P50281; actives 0.061% (n = 360,000); HT1080 RFP-PRO-GFP cells, GFP/RFP ratio fluorescence, overnight; percent of plate control window, DMSO zero;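 active = GFP/RFP ratio change of at least 30% with cell ATP level not reduced by more than half and red fluorescence within 50% of control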; also: strong numbers were not always called active
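system = RFP-PRO-GFP reporter HT1080 cells | dosing = 20 µM single dose, 1% DMSO | timing = overnight cell settling, then overnight compound exposure, 37 °C, 5% CO2 | read-out basis = GFP/RFP fluorescence ratio | controls = DMSO and RFP-L50D-GFP cell wells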
Rpn11 inh – blocks the human proteasome subunit Rpn11; O00487; human 26S proteasome, Ub4-pepOG fluorescence polarization; 20S core pre-blocked with epoxomicin; calls only at 20 µM; actives 0.59% (n = 360,000);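 active = inhibition at 20 µM, scaled to each plate's controls, above about 33%, limit read from the data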
An asterisk follows results filed as active; i = inactive; · = no result given.

SMILES	SKN-1 block	Neddyl block	CSN deneddyl inh	NadD inh	FAS TE block	MLLE-PAM2 inh	Rin1-Abl PPI inh	MT1-MMP act inh	Rpn11 inh
CCOC(=O)c1c(C)[nH]c(C(=O)CSc2nnc(-c3cccs3)n2Cc2ccccc2)c1C	1	i	2	11	-3	-94	2	-3	i
COc1cccc(NC(=O)C(C)C)c1	-2	i	-4	0	-9	2	3	1	i
O=C1CCC(=O)N1OCCCOc1ccc2c(c1)CCC2	8	i	0	-11	2	2	-1	3	i
COc1cccc(C2=CC(c3cccs3)n3nnnc3N2)c1 (configuration not stated)	4	i	-9	-5	-1	71	2	-82	i
C=CCC[C@H](Cc1ccc(F)cc1)C(=O)OC[C@H](Cc1c[nH]c2ccccc12)NC(=O)[C@H](CC=C)CC(=O)N[C@H](CO)Cc1ccccc1	-21	i	-1	-7	6	-11	0	0	i
CC1(c2cc(F)ccc2F)NC(=O)N(CC(=O)Nc2cccc(S(=O)(=O)N3CCCC3)c2)C1=O (configuration not stated)	17	i	0	5	0	-12	3	4	i
O=C(c1ccccc1)N1CCCCC(S(=O)(=O)c2ccc3ccccc3c2)C1=O (configuration not stated)	5	i	-2	-4	14	0	-2	5	i
CCCNC(=S)N1CCC(n2cnc3ccccc32)CC1	-11	i	3	0	-1	-114	1	1	i
COC(=O)C12CCC(C)(c3nc4ccccc4nc31)C2(C)C (configuration not stated)	3	i	-6	-4	-2	-5	0	-5	i
CN(C(=O)CSc1nnc(-c2ccc(C(C)(C)C)cc2)n1C)C1CCS(=O)(=O)C1 (configuration not stated)	-12	i	-1	-3	0	-8	2	5	i
N#CCC(=O)Nc1ccccc1C(=O)O	28	i	-2	-1	-8	3	0	-2	i
Clc1ccc(Cn2ccc(-c3ccc4c(c3)OCO4)n2)cc1Cl	-26	i	0	10	47	-3	-2	1	i
CC(O)Cc1cn(CC(=O)N2CCN(C(=O)OC(C)(C)C)CC2)nn1 (configuration not stated)	0	i	-1	-3	-5	-4	2	2	i
Cc1ccc(NC2(C(F)(F)F)N=C(c3ccccc3)NC2=O)nc1 (configuration not stated)	-6	i	-1	-1	-12	7	-3	-3	i
Cc1ccc(C(=O)N2CCC(N3CCC(C(=O)N4CCOCC4)CC3)CC2)cc1C	7	i	-1	1	-6	0	-4	0	i

Compound profiles, from the list above. Screens in order: SKN-1 block | Neddyl block | CSN deneddyl inh | NadD inh | FAS TE block | MLLE-PAM2 inh | Rin1-Abl PPI inh | MT1-MMP act inh | Rpn11 inh
Entry for `O=C(c1ccccc1)N1CCCCC(S(=O)(=O)c2ccc3ccccc3c2)C1=O` (configuration not stated) : 5 | i | -2 | -4 | 14 | 0 | -2 | 5 | i
Entry for `Clc1ccc(Cn2ccc(-c3ccc4c(c3)OCO4)n2)cc1Cl` : -26 | i | 0 | 10 | 47 | -3 | -2 | 1 | i
Entry for `CN(C(=O)CSc1nnc(-c2ccc(C(C)(C)C)cc2)n1C)C1CCS(=O)(=O)C1` (configuration not stated) : -12 | i | -1 | -3 | 0 | -8 | 2 | 5 | i
Entry for `CCCNC(=S)N1CCC(n2cnc3ccccc32)CC1` : -11 | i | 3 | 0 | -1 | -114 | 1 | 1 | i

Next section.
SMILES	SKN-1 block	Neddyl block	CSN deneddyl inh	NadD inh	FAS TE block	MLLE-PAM2 inh	Rin1-Abl PPI inh	MT1-MMP act inh	Rpn11 inh
CCN(c1ccc(NC(=O)c2ccc(N3CCCC3=O)cc2)cc1)C(C)C	13	i	-5	-2	-5	14	-3	-5	i
CNC(=O)c1ccccc1NC(=O)c1ccco1	10	i	2	2	-6	14	-10	8	i
O=C1C(=O)N(CC2COc3ccccc3O2)c2ccccc21 (configuration not stated)	-4	i	-3	-5	-2	-13	-1	-5	i
Cc1oc(-c2ccc(Cl)cc2)nc1CS(=O)CC(=O)NCCCN1CCN(Cc2ccccc2)CC1 (configuration not stated)	4	i	3	-8	1	-3	-2	6	i
CC(O)CNCCCOc1ccccc1OCc1ccccc1 (configuration not stated)	0	i	0	-10	-3	-2	1	-1	i
O=C(NCc1cccnc1)C(=O)NCC1OCCN1S(=O)(=O)c1cc(F)ccc1F (configuration not stated)	-1	i	0	0	-4	-2	-6	9	i
CC(NC(=O)Nc1ccccc1)C(c1cccs1)N1CCN(C)CC1 (configuration not stated)	2	i	-2	3	-9	0	0	-3	i
CCCS(=O)(=O)NC(=O)C1(C)CCN(C(=O)c2ccccc2OC)C1 (configuration not stated)	12	i	-2	1	-8	3	3	0	i
CCc1cccc(C)c1NC(=O)C1CCCO1 (configuration not stated)	-9	i	-2	2	-8	-4	1	1	i
Cc1cccc(OCc2cc(-c3ccccc3)no2)c1C	3	i	1	0	26	-11	-1	1	i
COc1ccccc1CNC(=O)Cn1nc(C(F)(F)F)cc1C	-30	i	-4	-3	-5	12	3	-1	i
CN(C)c1ccc(S(=O)(=O)NCC(=O)NCc2ccccc2)cc1[N+](=O)[O-]	-6	i	8	-4	0	34	-6	4	i
Cc1ccc(NC(=O)Cn2c(=O)n(CCCC(=O)NCc3ccco3)c(=O)c3ccccc32)cc1	-5	i	3	0	-3	-10	0	-5	i
CCC(=O)N1CCc2cc(Br)cc(S(=O)(=O)N3CCC(C(=O)NCCCOC(C)C)CC3)c21	12	i	6	3	0	5	4	7	i
COCCNCCCOc1ccc(C)cc1Br	2	i	7	-3	-8	2	2	0	i
COC(=O)c1ccccc1NC(=O)CSCC(=O)Nc1ccc(F)cc1	-18	i	-1	-5	-2	-5	-5	5	i
Cc1ccc(NC(=O)COC(=O)c2cccc(S(=O)(=O)N3CCCCCC3)c2)cc1	13	i	1	-5	21	-2	0	-1	i
COc1ccc(C(=O)NCCNc2nc3cc(C)cc(C)c3cc2C#N)cc1	-1	i	4	·	·	·	·	2	·
CC(C=NNc1ccc([N+](=O)[O-])cn1)=Cc1ccccc1	18	i	5	9	-1	-55	2	-7	i
Cc1ccc(S(=O)(=O)NC(=O)c2cccc(Br)c2)cc1	14	i	0	-10	-2	13	6	-2	i
CC(C)c1ccc(S(=O)(=O)Nc2ccc(SC(F)F)cc2)cc1	3	i	2	-5	33	-6	0	2	i
CCOc1ccc(NC(=O)C2=C(C)C(=O)OC23CCC(C)CC3)cc1 (configuration not stated)	0	i	-8	1	8	-2	-1	3	i
COc1cc(=O)n2c(-c3ccccc3)csc2n1	-5	i	-3	3	-5	10	1	11	i
COc1ccc(N2CCN(CC(=O)c3ccccc3)CC2)cc1	-10	i	-1	1	-4	-3	5	-4	i
COCCn1c(SCc2cccnc2)nnc1-c1c[nH]c2ccccc12	-21	i	-2	0	-6	-2	2	2	i
COc1ccc(-c2nnc(SCC(=O)NCc3cccs3)n2CC(C)C)cc1	-2	i	0	1	-3	-18	-1	2	i
Cc1noc(C)c1COc1ccccc1C(=O)NC1CCC(C)CC1 (configuration not stated)	8	i	-1	-3	4	-7	1	3	i
COC(=O)CCCNC(=O)CCc1nnc(-c2ccc(-c3ccccc3)cc2)o1	15	i	1	-3	-6	18	0	2	i
COc1ccc2cc3cc(C(=O)NCc4ccc5c(c4)OCO5)oc3nc2c1	8	·	14	12	-1	3	-2	2	i
Cn1cccc1Cc1nnc(SCC(=O)NCc2ccc(F)cc2)n1-c1ccc(F)cc1	12	i	-5	10	-4	-6	-3	2	i
CCN(C[C@H]1N[C@@](Cc2ccccc2)(C(=O)OC)[C@H]2C(=O)N(Cc3ccccc3)C(=O)[C@@H]12)C(=O)Nc1ccc(F)cc1	9	i	0	3	25	-8	2	3	i
CC1CCCN(c2c3c(nc4ccccc24)CCCC3)C1 (configuration not stated)	7	i	3	-4	6	9	-7	6	i
Cn1c(N)c(C(=O)COC(=O)c2cccs2)c(=O)n(C)c1=O	4	i	-4	8	-2	-8	-5	0	i
O=C(Cn1cnc2ccccc2c1=O)Nc1nc2ccccc2s1	-6	i	-13	2	0	-15	3	-1	i
CNC(=O)COC(=O)CNC(=O)c1cc(Cl)cc([N+](=O)[O-])c1	-7	i	5	-10	-6	-1	5	-3	i
Cc1cc([N+](=O)[O-])c(C(C)(C)C)cc1N	18	i	4	-2	-4	6	-1	6	i
CC1CCN(CC(O)COC2CCC(C(C)(C)C)CC2)CC1 (configuration not stated)	15	i	-2	0	-4	2	2	3	i
Nc1nc(NCc2ccccc2)nc(Nc2ccc(F)cc2)c1[N+](=O)[O-]	-13	i	1	9	-8	2	-2	3	i
Cc1cc(C(=O)CN2C(=O)c3ccccc3C2=O)c(C)n1Cc1cccs1	2	i	3	-2	25	-26	1	-2	i
Cc1onc(-c2ccccc2)c1C(=O)NC(C)c1ccccc1 (configuration not stated)	-14	i	0	-9	-7	0	1	2	i
COc1ccc(C(=O)CN2C(=O)NC(C)(c3ccc(C)cc3)C2=O)cc1OC (configuration not stated)	7	i	3	0	-2	-3	3	6	i
COc1cc(CN2C[C@@H](CO)O[C@@H](n3cnc4c(NC5CCCC5)ncnc43)C2)cc(OC)c1OC	12	i	-2	1	-7	12	0	4	i
CCC1C(C#N)=C(SCC(N)=O)NC2=C1C(=O)CC(C)(C)C2 (configuration not stated)	24	i	-1	1	4	-43	-5	-1	i
O=C(Cn1c(=O)[nH]c2ccsc2c1=O)NC1CCCCC1	31	i	-2	3	-3	-4	-5	-1	i
COc1ccc(OC)c(CN2CCN(c3ccc(S(=O)(=O)N4CCCC4)cn3)CC2)c1	-22	i	0	-7	42	12	5	0	i
OCCNc1nc2ccccc2n1CC(O)c1ccccc1 (configuration not stated)	25	i	-6	-4	-3	11	-1	1	i
CN(Cc1ccccc1)S(=O)(=O)c1ccc(NC(=S)NC(=O)C(C)(C)C)cc1	2	i	-1	-1	20	36*	-2	-2	i
CN1C(=O)C(CC(=O)Nc2ccccc2)S/C1=N/c1nccs1 (configuration not stated)	-2	i	2	-2	1	17	-2	-2	i
Cc1ccc(C(=O)Nc2oc(-c3ccccc3)cc2C#N)cc1	32	i	-4	5	1	-18	0	-5	i
CCCn1c(SCC(=O)O)nc2ccccc21	6	i	4	-7	-8	-123	2	2	i
O=C(C1CCCN(S(=O)(=O)Cc2ccccc2)C1)N1CCCCC1 (configuration not stated)	-2	i	2	-2	-1	-12	-2	2	i
COc1cccc(OCC(O)CO)c1 (configuration not stated)	3	i	-2	-1	-5	-8	-3	3	i
OCCNc1nc(Nc2ccc(Cl)cc2)nc(N2CCCC2)n1	8	i	2	-6	4	-9	3	4	i
CCOC(=O)C(=O)N(C)c1c(CC)nc2c(OCc3ccc(OC)cc3)cccn12	13	i	-2	7	-5	-9	-3	2	i
COc1ccc(Br)cc1C(=O)Nc1cccc(NC(=O)c2ccco2)c1	19	i	3	-3	27	10	1	4	i
CC(C)c1ccc(C(=O)OC2CCOC2=O)cc1 (configuration not stated)	8	i	6	-1	-2	-10	-1	-1	i
CC(=O)NC(Nc1c(C)n(C)n(-c2ccccc2)c1=O)C(Cl)(Cl)Cl (configuration not stated)	-2	i	4	-1	-4	6	-1	-1	i
